Vif-APOBEC3G blk = Vif-A3G binding inhibition; HeLa A3G-eYFP + Vif (tagged APOBEC3G with the HIV-1 protein that degrades it), YFP fluorescence, overnight; Potency, µM (highest dose often 46.1 µM), without a hit: at the highest dose activity, negative = active, usual class: inhibitors; 410,000 compounds, 0.076% hits; AID 602310;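 further: on the % scale 0 is the no-effect control and ±100 the full control effect; nearly all actives have a fitted effect of over 60% in size; hits raise eYFP signal because A3G escapes Vif-driven loss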
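HeLa cells stably expressing Vif and C-terminally eYFP-tagged A3G, seeded overnight at 37 deg C, then exposed to compound by pintool overnight at 37 deg C. Rise in yellow fluorescence (Ex 488/Em 500-530, Acumen) marks blocked Vif-driven A3G degradation.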
ALOX12 inh = blocks human arachidonate 12S-lipoxygenase. AID 1671190. 580,000 compounds, 1.1% hits. Potency, µM (titrated, usually from 108 µM), inactives show at the top dose activity change, negative = inhibition, actives largely listed as inhibitors. purified 12hLO, xylenol orange hydroperoxide absorbance; further: on the % scale 0 is the no-effect control and ±100 the full control effect
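Purified human 12hLO at 150 nM in 25 mM Hepes, 0.01% Triton X-100, pH 7.0, preincubated 15 min at room temperature with compound. Reaction started with 40 uM arachidonic acid, 30 min at room temperature. Hydroperoxide measured by Fe-xylenol orange, 573/405 nm absorbance ratio.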
TrxR1 substrate = rat thioredoxin reductase 1 substrate activity. O89049. purified TrxR1 substrate turnover, NADPH consumption readout. Potency, µM (series often up to 114 µM), for the others: at the highest dose activity change, negative = substrate turnover. 390,000 compounds, 0.01% hits; further: on the % scale 0 is the no-effect control and ±100 the full control effect; nearly all actives have a fitted effect of over 50% in size
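Rat TrxR1, dispensed at 90 nM, was prereduced with 400 uM NADPH (final) for 5 min at ~22 deg C, then incubated with compound 15 min before 400 uM selenite. A first-read NADPH fluorescence drop versus no-compound background flagged substrates.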
rTrxR1 inhibitor = rat TrxR1 inhibition; 390,000 compounds, 1% hits; O89049; recombinant rTrxR1, NADPH fluorescence consumption, selenite substrate; Potency, µM (series often up to 114 µM), without a hit: at the top dose activity change, negative = inhibition, most hits filed as inhibitors; further: on the % scale 0 is the no-effect control and ±100 the full control effect; nearly all actives have a fitted effect of over 65% in size
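Rat TrxR1 (90 nM in the dispensed reagent) was pre-reduced with 400 uM NADPH for 5 min at room temperature, then incubated with compound for 15 min. After 400 uM selenite was added, NADPH fluorescence (Ex 340/Em 450 nm) was followed for 8 min.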
USP1 inh = inhibitors of human USP1/UAF1 deubiquitinase | O94782 | recombinant USP1/UAF1, Ub-Rhodamine cleavage fluorescence | Potency, µM (titrated, usually from 57.1 µM), for inactives: at the highest dose activity change, negative = inhibition, usual class: inhibitors | 390,000 compounds, 0.23% hits | AID 743255; further: on the % scale 0 is the no-effect control and ±100 the full control effect; nearly all actives have a fitted effect of over 60% in size; inactives centre near -12
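USP1/UAF1 complex (1 nM) preincubated 15 min at room temperature with compound, then Ub-Rho substrate (150 nM final) added. Kinetic fluorescence at 480/540 nm over 6 reads at 60 s intervals; 50 mM HEPES pH 7.8, 0.5 mM EDTA, 0.1 mg/ml BSA, 1 mM TCEP, 0.01% Tween-20.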
RXFP1 ag = agonists of human relaxin receptor RXFP1. HEK293T-RXFP1 cAMP TR-FRET, 30 min; response scale: percent of porcine relaxin response, buffer zero. Potency, µM (doses to about 57.5 µM), for inactives: top-dose activation, hits mostly activators. 370,000 compounds, 0.3% hits. AID 2676; further: on the % scale 0 is the no-effect control and ±100 the full control effect; nearly all actives have a fitted effect of over 60% in size; many of its hits are not listed in these tables
Target sequence (Q9HBX9 whole entry, looked up): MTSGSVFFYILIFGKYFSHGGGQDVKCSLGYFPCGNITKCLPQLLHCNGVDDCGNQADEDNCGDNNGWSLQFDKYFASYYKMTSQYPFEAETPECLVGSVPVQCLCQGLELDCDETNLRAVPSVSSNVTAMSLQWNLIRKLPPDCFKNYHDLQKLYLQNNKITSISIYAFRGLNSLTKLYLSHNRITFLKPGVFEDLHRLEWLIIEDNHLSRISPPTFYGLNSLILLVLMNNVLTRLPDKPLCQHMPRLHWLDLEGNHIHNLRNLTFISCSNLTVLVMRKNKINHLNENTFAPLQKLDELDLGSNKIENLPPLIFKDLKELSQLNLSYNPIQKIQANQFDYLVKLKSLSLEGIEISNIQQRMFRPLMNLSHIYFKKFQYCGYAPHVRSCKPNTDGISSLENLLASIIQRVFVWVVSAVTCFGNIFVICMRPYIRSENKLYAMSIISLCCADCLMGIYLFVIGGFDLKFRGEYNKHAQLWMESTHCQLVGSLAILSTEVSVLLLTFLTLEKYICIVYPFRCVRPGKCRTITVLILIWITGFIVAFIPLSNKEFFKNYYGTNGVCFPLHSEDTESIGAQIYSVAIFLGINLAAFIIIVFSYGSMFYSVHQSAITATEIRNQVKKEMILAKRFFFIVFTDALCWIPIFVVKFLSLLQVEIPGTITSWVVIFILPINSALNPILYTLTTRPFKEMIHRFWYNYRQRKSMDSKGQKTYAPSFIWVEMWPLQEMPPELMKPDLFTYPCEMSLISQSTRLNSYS
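cAMP rise read by TR-FRET after 30 min, 37C compound exposure (up to 58 uM) in RXFP1-transfected HEK293 cells with Ro 20174 present. EC50 from Hill-equation fits, with 29 nM porcine relaxin as 100% and buffer as basal.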
Vif-APOBEC3F blk = Vif-A3F binding inhibition. AID 602313. 390,000 compounds, 0.2% hits. Potency, µM (titrated, usually from 46.1 µM), for inactives: top-dose activity, negative = active. HeLa A3F-eYFP + Vif (tagged APOBEC3F with the HIV-1 protein that degrades it), YFP fluorescence increase; further: % of control where 0% means no effect; nearly all actives have a fitted effect of over 65% in size
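Fluorescence increase (Ex 488/Em 500-530) after overnight compound treatment at 37 deg C flags inhibition of Vif-driven A3F-eYFP loss in stable HeLa A3F-eYFP/Vif cells seeded overnight beforehand.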
RGS4 inh = blocks human RGS4-accelerated GTP hydrolysis; Transcreener GDP fluorescence polarization, RGS4-accelerated GTP hydrolysis; Potency, µM (highest dose often 114 µM), without a hit: top-dose activity change, negative = inhibition, most hits filed as inhibitors; 390,000 compounds, 0.039% hits; further: on the % scale 0 is the no-effect control and ±100 the full control effect; nearly all actives have a fitted effect of over 75% in size; some results filed as inactive show a strong effect at the top dose
Target sequence (P49798 whole entry, looked up): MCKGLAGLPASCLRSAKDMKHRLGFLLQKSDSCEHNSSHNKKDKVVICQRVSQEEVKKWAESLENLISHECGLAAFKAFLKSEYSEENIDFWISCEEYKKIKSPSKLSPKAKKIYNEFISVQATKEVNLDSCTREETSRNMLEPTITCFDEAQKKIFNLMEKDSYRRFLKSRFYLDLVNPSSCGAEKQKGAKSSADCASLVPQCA
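MLSMR compounds (23 nl, pin-transferred) preincubated 10 min at room temperature with a 500nM (2x) first reagent, then RGS4 at 900nM (2x) plus Transcreener GDP mix added; fluorescence polarization (620/688 nm) read before and after 90 min at 30 °C.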
mIDH1 inhibitor = human IDH1 R132H inhibition; O75874; IDH1-R132H enzyme, NADPH consumption, diaphorase/resazurin fluorescence; 390,000 compounds, 0.093% hits; Potency, µM (highest dose often 76.6 µM), for inactives: at the top dose activity change, negative = inhibition, hits mostly inhibitors; AID 602179; further: on the % scale 0 is the no-effect control and ±100 the full control effect; nearly all actives have a fitted effect of over 65% in size
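IDH1-R132H (0.5 ug/mL dispensed) in pH 7.5 Tris buffer was preincubated 30 min with compound, then given a substrate mix of 0.016 mM NADPH and 2 mM alpha-KG for 80 min at room temperature; remaining NADPH was read by diaphorase/resazurin fluorescence.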
Active calls of the source: *; ? = inconclusive; . = not tested or not shown; & = joins results of further samples; [ ] = dose if it differs, or a comment. The call rests on the fitted dose curve; in most records, active means well fitted curve in the direction sought with a large enough effect; inconclusive means small, poorly fitted or top-dose-only effect, or another doubt; inactive means no such curve, though single readings can be large; an effect the other way counts as inactive or inconclusive. Potency means the concentration at half of the fitted maximal effect.

SMILES	Vif-APOBEC3G blk	ALOX12 inh	TrxR1 substrate	rTrxR1 inhibitor	USP1 inh	RXFP1 ag	Vif-APOBEC3F blk	RGS4 inh	mIDH1 inhibitor
N#Cc1c(NC(=O)C2CC(c3c(F)cccc3Cl)=NO2)sc2c1CCC2 (stereo not given)	-5%	?	-7%	-7%	-6%	0.9%	2%	-35%	5%
Cc1cc(=O)n2nc(N3CCCC(C(=O)NCCc4ccccc4)C3)sc2n1 (stereo not given)	-1%	0%	-9%	-14%	4%	2.1%	5%	23%	-2%
CN(C)CCCN(C(=O)CCOc1ccccc1)c1nc2c(F)cccc2s1	?	7%	18%[57.1 µM]	0.45µM*	-11%	6.0%	5%	-22%[56.9 µM]	7%
CCc1ccc(C(=O)c2cn(CC(=O)Nc3ccc(C)c(C)c3)c3ccccc3c2=O)cc1	-1%	-28%	-11%	-6%	-6%	-1.2%	-5%	-16%	0%
Cc1ccc(-n2ncc3c(NCC4CCCO4)ncnc32)c(C)c1 (stereo not given)	-6%	-25%&2%	2%	14%[57.1 µM]	-5%	-1.5%	9%	0%	12%
COc1ccc(S(=O)(=O)N2CCCCC2)cc1C(=O)N1CCCC1	-3%	49%[activator]	7%[57.1 µM]	10%[57.1 µM]	-16%	-2.9%	-4%	3%	5%
COC(=O)C(NC(=O)CCc1c(C)nc2c(c(C)nn2-c2ccccc2)c1C)C(C)C (stereo not given)	-14%&2%	8%&-24%	46%&51%[activator]	22%&17%	-6%&-1%	-0.8%&0.5%	3%&-1%	17%&21%	-2%&-1%
CC(=O)NC(CCS(C)(=O)=O)C(=O)N1CCc2ccccc21 (stereo not given)	-3%	-16%	11%	3%	?	1.0%	-1%	-10%	9%
Cc1ccc(OCC(=O)Nc2c(Cl)ccc3nsnc23)cc1C	3%	-15%	2%	18%	-22%	1.5%	4%	15%	0%
O=C(NCCc1ccccc1)C1CC1	1%	0%	0%	4%	-6%	0.9%	-1%	18%	-7%
O=[N+]([O-])c1cc(C(F)(F)F)ccc1NCC1CCCO1 (stereo not given)	0%	29%	7%[57.1 µM]	13%[57.1 µM]	-1%	3.0%	0%	?	7%
Cc1ccccc1-n1ncc2c(SCC(=O)NCc3cccs3)ncnc21	-23%	1%	-10%[11.4 µM]	11%[11.4 µM]	-20%	-0.5%	-3%	-8%	9%

Part of the list above, with values under each structure:
Values run as follows: Vif-APOBEC3G blk, ALOX12 inh, TrxR1 substrate, rTrxR1 inhibitor, USP1 inh, RXFP1 ag, Vif-APOBEC3F blk, RGS4 inh, mIDH1 inhibitor
N#Cc1c(NC(=O)C2CC(c3c(F)cccc3Cl)=NO2)sc2c1CCC2 (stereo not given)
  -5%, ?, -7%, -7%, -6%, 0.9%, 2%, -35%, 5%
Cc1cc(=O)n2nc(N3CCCC(C(=O)NCCc4ccccc4)C3)sc2n1 (stereo not given)
  -1%, 0%, -9%, -14%, 4%, 2.1%, 5%, 23%, -2%
CN(C)CCCN(C(=O)CCOc1ccccc1)c1nc2c(F)cccc2s1
  ?, 7%, 18%[57.1 µM], 0.45µM*, -11%, 6.0%, 5%, -22%[56.9 µM], 7%
CCc1ccc(C(=O)c2cn(CC(=O)Nc3ccc(C)c(C)c3)c3ccccc3c2=O)cc1
  -1%, -28%, -11%, -6%, -6%, -1.2%, -5%, -16%, 0%
Cc1ccc(-n2ncc3c(NCC4CCCO4)ncnc32)c(C)c1 (stereo not given)
  -6%, -25%&2%, 2%, 14%[57.1 µM], -5%, -1.5%, 9%, 0%, 12%
COc1ccc(S(=O)(=O)N2CCCCC2)cc1C(=O)N1CCCC1
  -3%, 49%[activator], 7%[57.1 µM], 10%[57.1 µM], -16%, -2.9%, -4%, 3%, 5%
COC(=O)C(NC(=O)CCc1c(C)nc2c(c(C)nn2-c2ccccc2)c1C)C(C)C (stereo not given)
  -14%&2%, 8%&-24%, 46%&51%[activator], 22%&17%, -6%&-1%, -0.8%&0.5%, 3%&-1%, 17%&21%, -2%&-1%
CC(=O)NC(CCS(C)(=O)=O)C(=O)N1CCc2ccccc21 (stereo not given)
  -3%, -16%, 11%, 3%, ?, 1.0%, -1%, -10%, 9%

(cont.)
SMILES	Vif-APOBEC3G blk	ALOX12 inh	TrxR1 substrate	rTrxR1 inhibitor	USP1 inh	RXFP1 ag	Vif-APOBEC3F blk	RGS4 inh	mIDH1 inhibitor
COc1ccc(-c2csc(N3N=C(C)C(C)C3=O)n2)cc1 (stereo not given)	-4%	11%	3%[57.1 µM]	6%[57.1 µM]	-7%	0.8%	-4%	-37%	-2%
CCOC(=O)c1cnc2c(-c3cccc(Br)c3)cnn2c1C	0%	6%	-2%	-2%	-7%	-1.5%	-8%	8%	5%
Cc1ccc(C2NC(=O)c3n[nH]c(-c4cccs4)c32)cc1 (stereo not given)	-8%	-32%	3%	-4%	-9%	3.4%	0%	12%	-2%
CC(C)C[C@H](NC(=O)c1nc[nH]c1C(=O)NCC(=O)OCc1ccccc1)C(=O)OC(C)(C)C	4%	2%	0%[57.1 µM]	14%[57.1 µM]	?	3.1%	-26%	-1%	8%
CS(=O)(=O)c1ccc(C(=O)OCC(=O)NC(=O)C2COc3ccccc3O2)cc1[N+](=O)[O-] (stereo not given)	-13%	?	-1%	8.9µM*	-26%	.	4%	-26%	1%
CN(CCOc1ccccc1)C(=O)C1CCC(=O)N(CCCN2CCCC2=O)C1 (stereo not given)	8%	-14%	1%[57.1 µM]	17%[57.1 µM]	-12%	0.0%	4%	-28%[56.9 µM]	6%
CCN(CC)S(=O)(=O)c1cccc(-c2nnc(SCC(=O)N3CCC(C(=O)O)CC3)n2N)c1	-1%	7%	-2%	3%	-2%	3.8%	9%	19%	2%
COc1ccc(-n2c(NN)nc3sc4c(c3c2=O)CCCC4)cc1	7%	-2%	1%	-4%	-22%	2.2%	7%	25%	-3%
CCc1nnc(NC(=O)CSc2nc(-c3ccccc3)c(-c3ccccc3)o2)s1	?	5%	2%	5%	-7%	-0.2%	-15%	10%	-2%
COC(=O)Nc1nnc(Cc2ccccc2)s1	-2%	4%	9%[2.29 µM]	1%[2.29 µM]	-11%	1.4%	-11%	22%	-2%
COc1ccc2c(c1)CCN=C2Cc1ccc(OC)c(OC)c1	3%	?	7%	2%	-7%	0.8%	2%	-25%	6%
Cc1cccc(C(=O)Nc2ccc3nc(SCCOc4ccccc4)sc3c2)c1	6%	0%	3%	-2%	-22%	4.0%	-6%	-1%	-5%
O=C(NC1CCCCC1)c1cc2cc(Br)ccc2o1	1%	3%	6%	17%	-10%	0.4%	8%	-5%	2%
CCN(CC)c1ccc(N=Cc2c(C)[nH]c3ccccc23)cc1	-15%	?	-12%	3%[57.1 µM]	?	-1.7%	11%	-118%	5%
Cc1ccc(-c2csc3ncnc(-n4nnc5ccccc54)c23)cc1C	0%	-10%	-8%	-10%	-10%	2.4%	6%	8%	3%
COc1cccc(NC(=O)c2oc3ccccc3c2NC(=O)c2cc3ccccc3o2)c1	1%	-13%	22%	21%	11%	4.4%	-4%	10%	10%
O=C(N1CCOCC1)C1(c2ccccc2)CCCCC1	-8%	0%	3%	8%	-18%	2.7%	-6%	15%	18%
Cc1ccc(S(=O)(=O)NC(=O)Nc2ccc(Cl)cn2)cc1	1%	1%	7%	10%	-5%	-0.6%	-2%	30%	-7%
O=C(CC1NC(=O)NC1=O)NC1(C(=O)NC2CCCCC2)CCCCC1 (stereo not given)	0%	-12%	2%	3%	-16%	0.6%	0%	-7%	3%
CC(C)(C)NC(=O)C(=O)NNC(=O)c1ccccc1Br	-1%	2%	-3%[57.1 µM]	13%	-11%	-0.7%	4%	5%	2%
CC(C)(C)c1ccccc1NC(=O)CSc1nc(-c2cccs2)cc(C(F)(F)F)n1	1%	-16%	-1%	24%	-21%	7.0%	-5%	-3%	-4%
N/C(=N\OC(=O)CCCN1C(=O)c2ccccc2C1=O)c1ccc(Cl)cc1	5%	6%	-2%	11%	1%	3.3%	3%	13%	1%
COc1ccc(NC(=O)CSc2nnc3c4c(nc(-c5ccccc5)n23)CC(C)(C)OC4)cc1	-10%	-15%	3%	8%	-10%	0.5%	-1%	-26%	4%
CC(C)OC(=O)c1cc2c(ccn2C)n1CC(=O)N1CCC(Cc2ccccc2)CC1	0%	?	-7%[57.1 µM]	22%[57.1 µM]	-22%	0.6%	-6%	5%[11.4 µM]	6%
Cc1ccc(Cl)cc1N1CCN(C(=O)C2CCCN(S(=O)(=O)c3cnc[nH]3)C2)CC1 (stereo not given)	3%	20%	-3%[57.1 µM]	-5%[57.1 µM]	-14%	1.8%	-12%	18%	-10%
CN(C)S(=O)(=O)c1ccc(NC(=O)c2cccnc2)cc1	1%	38%[activator]	-21%[57.1 µM]	22%[57.1 µM]	-22%	0.7%	-6%	-12%	9%
CCN(CC(=O)NCc1cccs1)C(=O)c1ccc(S(=O)(=O)N(C)C)cc1	0%	93%[activator]	-11%[57.1 µM]	33%[activator][57.1 µM]	-22%	1.3%	11%	-1%	0%
Cc1ccccc1NC(=O)CSC(N)=O	1%	-11%	2%[57.1 µM]	41%	-3%	2.0%	6%	-35%	7%

Screening results (PubChem)

Not all compounds are listed; the hit share may differ from the screen's.
